Assay outcomes (PubChem)
AGP1 TOR yeast: modulators of AGP1-GFP expression in yeast TOR pathway, primary screen, cell-based, multiplex flow cytometry, S. cerevisiae, MLPCN library; 3 h; GFP as percent of DMSO wells; GFP response vs DMSO, % at 10 µM; actives 0.02% (n = 320,000); AID 2066, 2009;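 active = GFP response relative to DMSO above a set limit, near screen average plus 3 SD, cut at about 150% in these data; inconclusive = fewer than 70 cells counted for the yeast strain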;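 also: median GFP channel fluorescence of the gated AGP1 strain per well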
GASC-1 inh: inhibitors of GASC-1 histone demethylase, primary screen, biochemical, fluorescence, DELFIA europium | Lysine-specific demethylase 4C (Homo sapiens), Q9H3R0 | GST-JMJD2C(1-420) H3K9me3 demethylation | inhibition, % at 2.35 µM | actives 0.069% (n = 330,000) | AID 2099, 2009;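 active = more than half of a compound's replicate wells show inhibition beyond 50%, single wells judged on their own value; inconclusive = some, but no more than half, of replicates pass 50% inhibition; inactive = no replicate passes 50% inhibition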;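 also: signal counts dimethyl H3K9 product captured on neutravidin plate; 0% = median of DMSO wells and 100% = 0.3 times that DMSO median; strong numbers were not always called active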
Target sequence (Q9H3R0 1-420 limits assumed): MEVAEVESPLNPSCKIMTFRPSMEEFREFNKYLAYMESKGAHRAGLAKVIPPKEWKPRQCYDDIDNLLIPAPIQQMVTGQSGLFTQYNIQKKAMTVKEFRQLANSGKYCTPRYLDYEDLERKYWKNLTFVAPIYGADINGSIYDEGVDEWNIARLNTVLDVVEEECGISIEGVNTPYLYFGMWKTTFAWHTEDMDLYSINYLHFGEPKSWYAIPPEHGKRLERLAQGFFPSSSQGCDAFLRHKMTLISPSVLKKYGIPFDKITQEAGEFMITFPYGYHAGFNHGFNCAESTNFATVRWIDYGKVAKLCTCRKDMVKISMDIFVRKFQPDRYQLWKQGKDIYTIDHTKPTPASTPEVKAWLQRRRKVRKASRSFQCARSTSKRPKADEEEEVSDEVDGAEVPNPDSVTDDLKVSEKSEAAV
MEP2-GFP yeast: modulators of MEP2-GFP levels in yeast, primary screen, S. cerevisiae, multiplex flow cytometry, MLPCN library | S. cerevisiae MEP2-GFP strain, 3 h; 100% = DMSO control level | GFP response vs DMSO, % at 10 µM | actives 0.51% (n = 330,000);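 active = GFP response versus DMSO above a set limit, roughly screen mean plus 3 SD, cut at about 180% in these data; inconclusive = fewer than 70 cells counted for a yeast strain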;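 also: median GFP fluorescence of the barcode-gated MEP2-GFP cells per well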
VLA-4 inh: inhibition in human VLA-4 binding assay, primary screen, VLA-4 allosteric modulator project, MLPCN library, flow cytometry, VLA-4 expressing cells | Integrin alpha-4 (Homo sapiens), P13612 | ligand binding flow cytometry | inhibition, % (about 7 µM as worked out from the volumes in the protocol) | actives 0.2% (n = 330,000); in the data active = inhibition above about 50%
GRK2 inh: compounds blocking aptamer binding on GRK2 – biochemical, human GRK2, bead flow cytometry, HTS, primary screen; actives 0.59% (n = 330,000); Beta-adrenergic receptor kinase 1 (Homo sapiens), P25098; FAM-aptamer displacement from GRK2; inhibition of aptamer binding, % at 10 µM;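 active = inhibition of aptamer binding above 40%, roughly 3 SD of noise, on plates passing a quality check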;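 also: median bead fluorescence of bound FAM aptamer so fluorescent compounds give negative values; no value below 0 was filed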
Target sequence (P25098 whole entry, looked up): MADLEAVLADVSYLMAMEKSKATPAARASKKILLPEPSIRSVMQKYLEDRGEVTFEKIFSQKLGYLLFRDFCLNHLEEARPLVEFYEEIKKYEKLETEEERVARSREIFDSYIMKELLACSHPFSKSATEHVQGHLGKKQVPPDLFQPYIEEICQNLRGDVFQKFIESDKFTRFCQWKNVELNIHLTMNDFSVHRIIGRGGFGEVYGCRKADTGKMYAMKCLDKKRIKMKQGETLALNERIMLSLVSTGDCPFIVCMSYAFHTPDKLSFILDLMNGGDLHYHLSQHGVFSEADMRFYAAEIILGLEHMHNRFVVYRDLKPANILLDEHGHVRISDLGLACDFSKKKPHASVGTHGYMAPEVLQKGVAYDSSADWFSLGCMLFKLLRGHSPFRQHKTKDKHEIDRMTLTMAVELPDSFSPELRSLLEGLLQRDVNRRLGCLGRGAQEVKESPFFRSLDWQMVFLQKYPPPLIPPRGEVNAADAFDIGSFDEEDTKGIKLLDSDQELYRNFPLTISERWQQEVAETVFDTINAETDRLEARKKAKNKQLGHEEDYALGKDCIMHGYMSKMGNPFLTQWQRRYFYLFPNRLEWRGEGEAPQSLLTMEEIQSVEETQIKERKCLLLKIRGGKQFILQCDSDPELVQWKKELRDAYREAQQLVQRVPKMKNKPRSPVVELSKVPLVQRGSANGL
CIT2 TOR yeast: modulators of CIT2-GFP expression in yeast, primary screen, S. cerevisiae, GFP fusion, multiplex flow cytometry, MLPCN library | S. cerevisiae CIT2-GFP strain, 3 h; 100 means same as DMSO wells | GFP response vs DMSO, % at 10 µM | actives 0.065% (n = 320,000) | AID 2029, 2009;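 active = GFP response relative to DMSO above a set limit, near the screen mean plus 3 SD, cut at about 150% in these data; inconclusive = Fewer than 70 cells measured for a yeast strain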;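 also: ratio of well median GFP fluorescence to mean of DMSO wells on the plate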
LAP4-GFP MLPCN: modulators of LAP4-GFP expression in yeast, primary screen, S. cerevisiae, multiplex flow cytometry, MLPCN library; 3 h; median GFP as percent of DMSO wells; GFP response vs DMSO, % at 10 µM; actives 0.34% (n = 320,000); AID 2023, 2009;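 active = GFP response vs DMSO above a set limit, about the screen mean plus 3 SD, cut at about 150% in these data; inconclusive = under 70 cell events counted for the yeast strain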
RPL19A TOR yeast: RPL19A-GFP expression modulators in yeast, primary screen, cell-based, S. cerevisiae, multiplex flow cytometry, MLPCN; percent response vs DMSO, % at 10 µM; actives 0.3% (n = 330,000); S. cerevisiae RPL19A-GFP strain, 3 h; hits give low values;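 active = percent response vs DMSO below 50%; inconclusive = fewer than 70 events counted for the yeast strain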;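 also: median channel GFP fluorescence of the barcoded RPL19A-GFP strain; ratio of sample median GFP to plate DMSO average so 100% = DMSO; lower means less RPL19A-GFP as with rapamycin TOR inhibition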
* = called active by the depositor; ? = inconclusive; . = not tested or not shown; & = joins results of further samples; [ ] = remark or other dose. Outcome played no part in choosing rows; about 1.7% have a hit in one of these screens.

Value order – AGP1 TOR yeast	GASC-1 inh	MEP2-GFP yeast	VLA-4 inh	GRK2 inh	CIT2 TOR yeast	LAP4-GFP MLPCN	RPL19A TOR yeast
(1) CSc1nc(N)c(C(=O)Nc2ccc([N+](=O)[O-])cc2)s1
    78	16	98	6	0	95	88	104
(2) Cc1oc(-c2ccc(Cl)cc2)nc1CS(=O)CC(=O)NC1CCCC1 (centres undefined)
    110	10	118	12	0	110	109	113
(3) Cc1nc(C(C)NC(=O)c2cc(COc3ccc(F)c(F)c3)on2)cs1 (centres undefined)
    99	-26	98	27	2	98	102	98
(4) Cc1ccc(C(=O)NCc2cccnc2)o1
    91	-8	93	9	0	90	92	94
(5) O=C(CSc1nnc2scc(-c3ccccc3)n12)NCC1CCCO1 (centres undefined)
    99	-2	104	-6	0	101	99	100
(6) CC1CCc2c(C(=O)NCc3ccccn3)csc2C1 (centres undefined)
    95	-6	112	12	3	103	93	100
(7) O=C(O)C1CC=CCC1C(=O)Nc1ccc(Oc2ccc(Cl)cc2)cc1 (centres undefined)
    95	-3	96	3	7	96	100	103
(8) CC(C)OC(=O)CSc1nnc(-c2ccccn2)n1C
    95	0	104	-2	0	82	92	97
(9) O=C(NCCNc1ccc([N+](=O)[O-])cc1C(F)(F)F)c1ccccc1F
    102	5	104	-5	22	82	130	97
(10) C=CCn1c(SCCOc2ccc(OC)cc2)nnc1C(C)NC(=O)Cc1ccc(OC)cc1 (centres undefined)
    87[may fluoresce red]	-5	104	1	0	94[may fluoresce red]	104	?
(11) Cc1cc(C)cc(NS(=O)(=O)c2ccc3[nH]cc(C(=O)NCc4ccco4)c(=O)c3c2)c1
    95	2	97	9	3	88	98	96
(12) COC(=O)[C@]1(C)N[C@H](CN(C)C(=O)Nc2ccc(F)cc2)[C@@H]2C(=O)N(C)C(=O)[C@@H]21
    101	37	95	2	3	105	95	94
(13) COc1ccc(NC(=O)c2cnc(SC)nc2C)c(OC)c1
    109	0	108	-6	2	102	111	104
(14) COCCNC(C(=O)Nc1ccc(C)cc1[N+](=O)[O-])c1ccccc1 (centres undefined)
    98	-14	97	10	2	95	99	93
(15) O=C(Nc1ccc(CN2CCOCC2)cc1)c1ccc(-c2ccc(Br)cc2)o1
    105	24	110	17	0	102	110	97
(16) COc1ccc(-n2nnnc2SCC(N)=O)cc1
    100	3	96	7	3	94	97	99
(17) CCNC(=S)N/N=C/c1ccc(OCCOc2ccccc2C)cc1
    104	-11	102	7	0	94	97	97
(18) CC1CCN(S(=O)(=O)c2ccc(F)c(C(=O)O)c2)CC1
    100	-4	105	1	1	103	100	99
(19) N#CCO/N=C(\c1ccccc1)c1ccncc1
    95	3	104	-3	0	97	103	99
(20) COc1cccc(NC(=O)CCC2CCN(C(=O)c3sccc3C)CC2)c1
    95	-6	87	9	1	92	88	99
(21) Cc1nc2sccn2c(=O)c1S(=O)(=O)Nc1ccc(N2CCN(C)CC2)cc1
    91	-14	91	-1	1	85	94	93
(22) Cc1ccccc1NC(=O)c1ccc(CN2CCC(Cc3ccccc3)CC2)cc1
    96	17	97	14	0	95	98	95
(23) COc1ccc(NC(=O)C2CCCN(C(=O)NC3CCCCC3)C2)cc1OC (centres undefined)
    98	3	98	-6	1	97	101	103
(24) COC(=O)/C(C#N)=C/c1c(N2CCN(c3ccc(OC)cc3)CC2)nc2c(C)cccn2c1=O
    27	-13	144	-12	1	98	93	77
(25) Cc1ccc2c(=O)[nH]c(Cc3ccccc3C(=O)O)nc2c1
    98	2	109	15	3	105	100	91
(26) CCOC(=O)C(C)n1cnc2sc3c(c2c1=O)CCC3 (centres undefined)
    105	9	113	19	2	103	109	103
(27) N#Cc1cc2c(nc1SCc1ccccc1)CCCC2
    98	-3	106	8	3	99	90	104
(28) COc1ccc(-c2nc(C(N)=O)c3[nH]c(=O)n(-c4cccc(C)c4)c3n2)c(OC)c1
    100	-2	107	-17	1	98	98	100
(29) CCCOc1ccc2[nH]c(C(=O)N/N=C/c3cc(OC)c(OC)c(OC)c3)cc2c1
    99	2	105	11	0	98	103	98
(30) COc1cc(N)c(Cl)cc1C(=O)OCC(=O)NCc1cccs1
    102	6	100	-7	0	102	106	102
(31) COc1ccc(NC(=O)Cn2nc(C(=O)O)c3ccccc3c2=O)cc1OC
    100	-17	109	0	1	109	95	104
(32) O=c1c2cnn(-c3ccccc3)c2nc(-c2cccs2)n1-c1ccc(Cl)cc1
    101	42	101	16	3	100	99	96
(33) O=C(NCCn1cc(SCc2ccc(F)cc2)c2ccccc21)c1c(F)cccc1F
    110	-3	96	26	3	118	98	107
(34) CN(C)c1ccc(C(=O)OCC(=O)Nc2ccc(S(N)(=O)=O)cc2)cc1
    100	8	92	1	3	105	94	92
(35) O=C(Nc1ccc(F)cc1F)c1cc2n(n1)C(C(F)(F)F)C1CCCCC1N2 (centres undefined)
    101	0	99	1	2	94	98	102
(36) COC(=O)C1CN(C(=O)COc2ccc(Cl)cc2Cl)c2ccccc2O1 (centres undefined)
    100	7	103	19	0	101	99	109
(37) O=C(NCCN1CCCC1)C1CCN(S(=O)(=O)N2CCC3(CC2)OCCO3)CC1
    103	7	103	20	4	97	103	99
(38) O=C(OCc1ccc(F)cc1)c1cc2ccccc2cc1O
    94	1	96	11	0	100	91	99
(39) Brc1cccc2sc(N3CCCC3)nc12
    97	1	98	2	1	99	103	96
(40) COc1ccc(-n2nc(C(=O)NCC(=O)NCc3ccc(F)cc3)c3ccccc3c2=O)cc1
    98	8	103	-1	3	98	99	98
(41) Cc1ccc[n+](CC(=O)c2ccc(Cl)cc2)c1
    106	-8	109	-8	0	106	93	104
(42) NC(=O)CC(NC(=O)Cc1ccc(Cl)cc1)c1ccc(N2CCN(c3ccccn3)CC2)c([N+](=O)[O-])c1 (centres undefined)
    82	7	91	13	1	71	107	93
(43) Cc1ccc(C(=O)NCc2ccc3c(c2)OCO3)o1
    93	-6	101	3	0	104	90	107
(44) COc1ccc(C(=O)COC(=O)c2cnc(C)cn2)c(OC)c1
    106	-3	96	9	0	105	110	98
(45) COc1cccc(NC(=O)CNC(=O)c2ccc(C)o2)c1
    99	-20	98	4	1	101	92	100
(46) COc1ccc(NC(=O)N2CCCCCC2)c(OC)c1
    104	5	102	29	0	101	98	101
(47) O=c1c(-c2ccco2)[n+]([O-])c2ccccc2n1OCc1c(F)cccc1F
    97	2	98	-5	2	91	103	89
(48) CCOC(=O)c1cnn(-c2ncnc3c2oc2ccccc23)c1N
    102	3	110	5	0	103	111	102
(49) COc1ccc(CN(C)C(=O)c2[nH]c(C)c(C(C)=O)c2C)c(OC)c1OC
    100	-26	105	9	1	100	90	102
(50) Cc1ccccc1C(=O)/C=C1/SCC(=O)N1C
    103	8	100	-103	0	99	107	100
(51) O=C(CS(=O)(=O)c1cn(CC(=O)N2CCCC2)c2ccccc12)Nc1ccccc1F
    102	-16	109	-13	0	102	106	100
(52) O=C(NCc1ccco1)c1nn2cccnc2c1Cl
    105	-1	99	0	0	117	113	99
(53) COc1ccc(Nc2nc3c(C)cccc3cc2C#N)c(OC)c1
    89	8	107	-14	0	102	86	98
(54) CCN(C(=O)COC(=O)c1ccc([N+](=O)[O-])o1)C1CCCCC1
    93	-4	90	-5	0	92	91	93
(55) Cc1ccc(S(=O)(=O)NCCC(=O)OCn2nnc3ccccc3c2=O)cc1
    108	17	108	27	0	100	106	103
(56) Cc1cc(C)c2nc(-c3ccccn3)cc(C(=O)Nn3cnnc3)c2c1
    100	5	99	0	2	100	101	100
(57) O=S(=O)(c1ccccc1)c1nc(-c2ccco2)oc1NCCCN1CCOCC1
    111	-7&8	101	-6	0	104	109	106
(58) COc1ccc(NC(=O)C2CCN(c3nc(-c4ccc(OC)cc4)no3)CC2)cc1
    105	-6	95	-8	0	115	112	104
(59) CSc1ncc(C(=O)NCCCc2ccccc2)c(C)n1
    98	6	107	-1	1	99	99	106
(60) COc1cc(/C=N/NC(=O)c2cccc([N+](=O)[O-])c2)cc(OC)c1O
    103	0	101	-5	0	111	93	105

Going on with the list:
Value order – AGP1 TOR yeast	GASC-1 inh	MEP2-GFP yeast	VLA-4 inh	GRK2 inh	CIT2 TOR yeast	LAP4-GFP MLPCN	RPL19A TOR yeast
(61) Cc1ccccc1NC(=S)Nn1cnnc1
    100	-3	102	2	1	103	91	104
(62) COC(=O)C(O)(CC(=O)c1ccc(OC)cc1)C(F)(F)F (centres undefined)
    85	-4	89	18	1	.	104	93
(63) CCOC(=O)c1ccccc1NC(=O)COc1cc(=O)n(CC)c2ccccc12
    .	11	97	-7	0	95	105	95
(64) O=C(CNc1cccc2ccccc12)N/N=C/c1ccc(C(=O)O)cc1
    98	-1	98	-2	1	93	91	96
(65) COc1ccccc1/C=C(\NC(=O)c1ccc(OC)c(OC)c1)C(=O)Nc1ccc([N+](=O)[O-])cc1
    92	3	99	-16	2	91	92	100
(66) O=C(CSc1nc2c(c(=O)n1-c1ccccc1)SCC2)N1CCN(c2ccccc2)CC1
    93	-1	106	-7	2	97	102	96
(67) Cc1cccc(Cn2cc3c(=O)n(Cc4cccc(F)c4)nc-3c3ccccc32)c1
    107	6	102	8	3	105	105	104
(68) CN(c1ccccc1C(=O)O)S(=O)(=O)c1ccc2[nH]c(=O)[nH]c2c1
    96	-6	100	21	3	99	96	101
(69) Cc1ccc(C(=O)CC(=O)c2ccc(C)cc2O)cc1
    103	-2	116	12	1	102	102	110
(70) N#CCCN(Cc1cccnc1)C(=O)c1sc2cc(F)ccc2c1Cl
    99	7	104	-2	4	110	96	102
(71) Cc1ccc(O)c(-c2[nH]ncc2C(=O)c2ccc(Cl)cc2)c1
    114	-1	104	0	0	106	.	102
(72) Cc1ccc(N/N=C2\COC(C)(C)CC2=O)cc1
    98	-9	102	0	0	105	92	109
(73) COc1ccc(-c2csc(NC(=S)NC(=O)c3ccco3)n2)cc1Br
    95	13	98	7	4	96	97	99
(74) COc1cc(/C=C2\SC(=S)N(NC(=O)c3ccncc3)C2=O)ccc1O
    118	-1	99	-256	1	108	107	102
(75) COc1cc(NC(=O)COc2ccc(Br)cc2)ccc1NC(=O)C(C)C
    106	-11	97	-2	0	97	115	100
(76) CC(=O)C1=C(c2ccccc2)NC(=O)NC1c1ccccc1OCC#N (centres undefined)
    105	-2	107	5	0	102	101	100
(77) Cc1ccccc1-c1noc(CCC(=O)NCCc2ccccc2)n1
    90	-5	87	7	0	77	.	82
(78) O=C(N/N=C/C1CCCCC1)c1ccccc1-n1cccc1
    110	-6	101	-4	0	103	99	99
(79) COC(=O)Cc1c(C)nc2nc(-c3ccco3)[nH]n2c1=O
    96	-5	83	0	0	100	89	93
(80) O=C(O)Cn1nc(-c2ccccc2)oc1=O
    100	-2	107	28	0	101	99	100
(81) COc1cc(C2N(C)CCC3(OCCO3)C2(C)C)cc(OC)c1OC (centres undefined)
    99	17	101	12	2	94	100	99
(82) Cn1c(Cc2cccc3ccccc23)nnc1SCC(=O)N1CCN(c2ccccc2)CC1
    105	-4	102	6	0	100	103	102
